HT1080 viability: HT1080 cell viability loss – fluorescence readout (AID 620) | one-dose cytotoxicity, % at 10 µM; EC50 in µM for titrated hits | HT1080 viability, fluorescence; higher % means a stronger effect | 87,000 tested, 0.42% active; in the data active means cytotoxicity above about 50%;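 further: cells exposed to compound overnight then 4 h with Alamar Blue; 0% = vehicle DMSO and 100% = killing control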
Active calls of the source: *.

molecule	HT1080 viability
O=C1C2=C(c3ccccc31)[N+](=O)C1CCCCC1N2[O-] (stereo unspecified)	16.1%
CCO/C(=C/c1sc2ccc(OC)cc2[n+]1CCCS(=O)(=O)[O-])CC	21.4%
CCOC(=O)/C(=N/Nc1ccccc1)c1csc(Nc2ccccc2)n1	-1.1%
CC1CN/C(=C\C(=O)c2ccccc2)C(=O)N1 (stereo unspecified)	-9.1%
Cc1ccc(-c2nc(N/N=C/c3cccnc3)c3ccccc3n2)cc1	-8.0%
O=C(Nc1sc2c(c1C(=O)O)CCC2)c1ccccc1	14.9%
CCC(C)NC(=O)CO/N=C/c1ccc(C(=O)OC)cc1 (stereo unspecified)	1.3%
COc1ccc(/C=C/c2c([N+](=O)[O-])c(=O)n(C)c(=O)n2C)cc1O	8.7%
CCOc1ccc(Cl)cc1S(=O)(=O)NCc1cccnc1	-1.0%
Cc1ccc(-n2c(C)cn(C(=O)c3ccccc3)c2=S)cc1	-11.8%
COc1ccc(C(=O)NC2(C(F)(F)F)C(=O)N(Cc3ccco3)C3=C2C(=O)CC(C)(C)C3)cc1OC (stereo unspecified)	1.2%
Nc1c(C(=O)C2CC2)sc2nc(-c3cccs3)cc(C(F)(F)F)c12	18.7%
CCC(C)[C@H](NC(=O)NC1CCN(Cc2ccccc2)CC1)C(=O)OC (stereo partly specified)	-7.9%
O=C(c1ccccc1)N1CCN(C2C3CC4CC(C3)CC2C4)CC1 (stereo unspecified)	-10.8%
CCOC(=O)C1(P(=O)(c2ccccc2)c2ccccc2)CCC1	3.0%

Copied from the list:
Value of O=C(Nc1sc2c(c1C(=O)O)CCC2)c1ccccc1 in HT1080 viability: 14.9%
Value of O=C1C2=C(c3ccccc31)[N+](=O)C1CCCCC1N2[O-] (stereo unspecified) in HT1080 viability: 16.1%

Continuation.
molecule	HT1080 viability
O=C(c1cnn2c(C(F)F)cc(C3CC3)nc12)N1CCCC1	8.3%
NC(=O)c1ccccc1NC(=O)NC1CCCCC1	0.8%
COC(=O)Cc1c(C)nc2nc(-c3ccc(Cl)cc3)[nH]n2c1=O	3.6%
CC(C)(C)OC(=O)NCCc1nnc(SCc2ccc(Cl)cc2Cl)o1	-9.1%
CCC1(C)Cc2ccccc2-c2nc(NCCCO)n(-c3ccccc3)c(=O)c21 (stereo unspecified)	-5.3%
COc1ccc(C(=O)Cn2c(NCCO)nc3ccccc32)cc1OC	3.8%
Cc1ccc(C)c(NC(=O)CSc2nnc(CCNC(=O)OC(C)(C)C)o2)c1	-9.2%
CCSc1nnc(NC(=O)C2C3C=CC(C3)C2C(=O)O)s1 (stereo unspecified)	-13.1%
COc1ccc(CC(NC(C)=O)C(=O)NC2CCN(C(=O)Nc3ccc(Cl)cc3)CC2)cc1OC (stereo unspecified)	-4.2%
Cc1ccc(/C=[N+](/[O-])C2SC(=S)N(C)C2(C)C)cc1 (stereo unspecified)	-5.7%
O=S(=O)(O/N=C1\CCCc2ccccc21)c1ccccc1	21.4%
CCOC(=O)c1sc(NC(=O)CSc2nc3c(c(-c4ccc(OC)cc4)c2C#N)CCCC3)c(C#N)c1C	-8.3%
COC(=O)CNC(=O)C1(C)C=CC2(CCCCC2)N1C(=O)OC (stereo unspecified)	-5.5%
CCc1ccc2[nH]c(=O)c(C(c3nnnn3Cc3ccco3)N3CCC(C)CC3)cc2c1 (stereo unspecified)	-6.2%
N#CCCN(Cc1cccnc1)C(=O)Nc1ccccc1	-7.2%
COc1cccc(CNCCNC(=O)c2nonc2N)c1	-11.5%
C=CCNc1nc(Nc2ccc(OC)cc2)nc(OC)n1	-1.5%
CCOC(=O)C1=C(Cn2cnc3ccccc32)NC(=O)NC1c1ccc(Cl)cc1 (stereo unspecified)	0.1%
COc1ccc(C(=O)CSc2cc(C)nc(SCC(=O)c3ccc(C)cc3)n2)cc1	-1.2%
CCn1nnc(-c2ccccc2NS(=O)(=O)c2ccc(S(=O)(=O)N(C)C3CCCCC3)cc2)n1	11.4%
C/C=C/c1ccccc1OCc1ccc(C(=O)OC)o1	-1.9%
COC(=O)C1=C(C)NC(=O)/C1=C\c1cc(C)n(-c2c(C)cccc2C)c1C	6.1%
CCOc1ccc2nc(NC(=O)c3ccc(OC)c(S(=O)(=O)N4CCOCC4)c3)sc2c1	-18.0%
CS(=O)(=O)N(CC(=O)N1CCN(c2ccc(F)cc2)CC1)c1cccc(Cl)c1	5.7%
Cc1ccoc1C(=O)Nc1cccc(Oc2ccccc2)c1	25.3%
CC(C)n1c(-c2ccccc2F)n[nH]c1=S	14.0%
COc1ccc(N=NC2=C(O)CC(C)(C)CC2=O)cc1	-1.5%
CC(=O)Nc1ccc(S(=O)(=O)NC2=C(N3CCN(c4ccc(F)cc4)CC3)C(=O)c3ccccc3C2=O)cc1	9.6%
CCOC(=O)c1[nH]c2cc(OC)c(OC)cc2c1N	-4.4%
Cn1cnnc1SCC(=O)N1N=C2/C(=C/c3ccco3)CCCC2C1c1ccco1 (stereo unspecified)	-8.1%

Structural class: those above containing a cyano group.
molecule	HT1080 viability
CCOC(=O)c1sc(NC(=O)CSc2nc3c(c(-c4ccc(OC)cc4)c2C#N)CCCC3)c(C#N)c1C	-8.3%
N#CCCN(Cc1cccnc1)C(=O)Nc1ccccc1	-7.2%

(more compounds)
molecule	HT1080 viability
O=S(=O)(c1ccccc1)N(Cc1ccccc1)c1ccccn1	12.0%
CCS(=O)(=O)C(=C1Nc2ccccc2N1)S(=O)(=O)CC	-7.2%
CCOC(=O)C1CCN(Cc2coc3c(Cl)cc(Cl)cc3c2=O)CC1	6.8%
COc1cccc(-c2nn(-c3ccccc3)cc2C(=O)n2nnc3ccccc32)c1	-15.1%
CN1CCN(CC(=O)NC2CCCCC2)CC1	-0.4%
COc1ccccc1/C=N/NC(=O)C1=NNC(c2ccccc2)(c2ccccc2)C1	-7.5%
CC1Cc2cc(-c3csc(NC(=O)Cc4ccccc4)n3)ccc2N1S(C)(=O)=O (stereo unspecified)	-11.2%
CC1=C(C(=O)OCC2CCCO2)C(c2ccccc2Cl)NC(=O)N1 (stereo unspecified)	3.9%
O=c1ccc(Oc2nc(N3CCOCC3)nc(N3CCOCC3)n2)n[nH]1	-27.1%
CCCOc1cc(C)nc(-c2ccccc2O)n1	30.3%
CCCC(=O)N1c2ccccc2C(=C2SC(C(=O)OC)=C(C(=O)OC)S2)C(=S)C1(C)C	35.3%
CC1Cc2ccccc2N1C(=O)CSc1nnnn1C1CCCC1 (stereo unspecified)	-8.9%
CCN(CC)S(=O)(=O)c1cc(C(=O)NC2=NCCS2)ccc1Cl	10.1%
CCCNC(=O)CN(Cc1ccccc1F)S(=O)(=O)c1ccc(C)cc1	5.9%
CC(C)c1nccn1CCC(=O)O	0.6%
CCOCCCNC(=O)c1c(N)n(-c2ccc(S(N)(=O)=O)cc2)c2nc3ccccc3nc12	29.4%
O=c1c2ccccc2cnn1-c1ccc(Cl)cc1	-10.3%
OCc1cn(-c2ccccc2)nc1-c1ccco1	0.7%
O=C(CCl)Nc1cccc(-c2cnc3ccccc3n2)c1	98.8%*
O=C(Nc1ccc(CN2CCOCC2)cc1)c1ccc(-c2cccc(Cl)c2)o1	0.9%
Cc1cc(C(C)(C)C)ccc1OCCN1CCCC1	-11.7%
COc1ccc(Cn2nnnc2C(c2cc3ccc(OC)cc3[nH]c2=O)N2CCC(C)CC2)cc1 (stereo unspecified)	-1.2%
CC(C)CC1C(C#N)=C(N)Oc2n[nH]c(-c3cccs3)c21 (stereo unspecified)	-0.6%
COc1ccc2c(CC(=O)OCC(=O)c3ccccc3OC)coc2c1	-4.3%
CSCCC(=O)N1C(C)CCCC1C(=O)O (stereo unspecified)	16.5%
CN1CCC(N2CCCC(C(=O)O)C2)CC1 (stereo unspecified)	-1.4%
CS(=O)(=O)N(Cc1ccco1)CC(O)Cn1cc(C=O)c2ccccc21 (stereo unspecified)	-10.5%
CC1CCN(C(=O)CSCc2ccc(Cl)cc2)CC1	0.6%
O=S(=O)(NCc1ccncc1)c1ccccc1	4.4%
O=C(/C=C/c1ccccc1)NNC(=O)C1CC1	-14.1%

Continued, starting with the last 5 of the part before.
molecule	HT1080 viability
CN1CCC(N2CCCC(C(=O)O)C2)CC1 (stereo unspecified)	-1.4%
CS(=O)(=O)N(Cc1ccco1)CC(O)Cn1cc(C=O)c2ccccc21 (stereo unspecified)	-10.5%
CC1CCN(C(=O)CSCc2ccc(Cl)cc2)CC1	0.6%
O=S(=O)(NCc1ccncc1)c1ccccc1	4.4%
O=C(/C=C/c1ccccc1)NNC(=O)C1CC1	-14.1%
COC(C(=O)Nc1ccc(F)cc1F)c1ccccc1 (stereo unspecified)	9.9%
COc1ccc(N(CC(=O)NCc2ccc3c(c2)OCO3)S(C)(=O)=O)cc1OC	0.1%
COc1ccc(OC)c(S(=O)(=O)N2CCCCC2C(=O)O)c1 (stereo unspecified)	-4.0%
CCOc1ccc(S(=O)(=O)Nc2ccc(F)cc2)c(C)c1C	20.6%
O=C1c2ccccc2C(=O)N1CCCCSc1nc2ccccc2o1	-5.5%
CC1CC(C)CN(C(=O)CSc2nc3ccsc3c(=O)n2Cc2ccccn2)C1 (stereo unspecified)	10.2%
C=CCn1c(SCC(=O)Nc2ccccc2C)nc2sc(C)c(C)c2c1=O	-14.7%
CC1CCN(C(=O)CSc2nc3ccccc3c(=O)n2Cc2ccc3c(c2)OCO3)CC1	-4.2%
COc1ccc(S(=O)(=O)Nc2ccccc2C(=O)NC(C)(C)C)cc1OC	4.1%
COc1cc2[nH]c(=O)n(Cc3ccc(C(=O)NC4CCCC4)cc3)c(=O)c2cc1OC	-2.7%
CCOc1ccccc1-n1c(SCC(=O)N2CCCC2)nnc1-c1ccc(O)cc1	2.0%
CC(=O)NC(=O)c1nnn(Cc2ccccc2)c1NC(C)=O	-4.6%
COC(=O)[C@@]1(Cc2ccccc2)[C@H]2c3cc(C(=O)N4CCCC4)n(CCc4ccccn4)c3C[C@H]2CN1C(=O)c1ccccc1	13.2%
CCOCCOC(=O)c1ccc(-n2cncn2)nc1	1.8%
COc1ccc2c(c1)c(=O)oc1cc3occ(C(C)(C)C)c3cc12	1.8%
CC(Sc1nnc(Cc2cccs2)n1C1CCCCC1)C(=O)N1CCc2ccccc21 (stereo unspecified)	-13.3%
COc1ccc(OC)c(S(=O)(=O)N2CCC(C(=O)Nc3cc(C)ccc3C)CC2)c1	-14.2%
c1ccc(Sc2ncnc3c2oc2ccccc23)cc1	0.5%
CN(C)c1nc(N)nc(CSc2nnnn2-c2ccccc2)n1	1.3%
Cn1c(SCC(=O)c2ccccc2)nnc1-c1cccc(N)c1	-0.8%
Cc1nc(SCC(O)CO)c([N+](=O)[O-])[nH]1 (stereo unspecified)	-4.2%
Cc1[nH]nc(-c2ccc(O)c(C)c2O)c1Oc1ccccc1	8.3%
CC(=O)N1N=C(c2ccc(C)cc2)OC1c1ccc(C(C)C)cc1 (stereo unspecified)	24.7%
CCCCOP(=O)(c1ccc(N(C)C)cc1)C(O)c1cccnc1 (stereo unspecified)	-4.6%
OCCCCCNc1ncnc2ccccc12	-3.1%
Cc1ccc(C(=O)Nc2nc(-c3cccnc3)cs2)o1	11.8%
COc1ccc(C(=O)C[N+]2(C)CCOCC2)cc1	8.6%
CC1CCCN(C(=O)c2ccc3c(c2NCCO)C(=O)c2ccccc2C3=O)C1 (stereo unspecified)	-55.0%
CC1CCc2c(nc3ncnn3c2Nc2ccc(OC(F)(F)F)cc2)C1 (stereo unspecified)	1.0%
CC(C)Cc1nc(N2CCN(C(=O)c3ccccc3)CC2)c(C#N)c2c1CCC2	-16.3%
COc1cc(/C=C2/OC(=O)c3cc([N+](=O)[O-])ccc32)cc(OC)c1OC	-15.8%
O=C(c1ccccc1)c1ccc(OCC(O)CN2CCN(Cc3ccccc3)CC2)cc1 (stereo unspecified)	11.1%
Cc1cc(N(CCO)CCO)nc(-n2nc(C)cc2C)n1	-2.2%
CCOc1ccc(C(OC(=O)c2ccco2)C(=O)NCc2ccc(C)cc2)cc1 (stereo unspecified)	-15.6%
COc1cc(/C=C2/C(=N)N3C=CSC3=NC2=O)ccc1OCCCOc1ccccc1C	1.7%
COC(=O)c1sc(S(=O)(=O)NCc2ccccc2)c(C(=O)OC)c1C	-8.6%
O=C(CSc1nnnn1-c1ccccc1)N1CCCc2ccccc21	-4.4%
CC(N=c1ccccn1C(=O)Nc1cccc(C(F)(F)F)c1)c1ccco1 (stereo unspecified)	-13.0%
CO/N=C(/CS(=O)(=O)c1ccc(C)cc1)c1ccc(OC)cc1	-2.9%
Cc1ccc(OCc2ccc(C(=O)Nc3nccs3)o2)cc1C	-21.7%
COc1cccc(N(CC(=O)N2CCc3ccccc3C2)S(C)(=O)=O)c1	-2.1%
COc1cccc2c1OC1(C)CC2N(C(=O)c2ccco2)C(=S)N1c1ccc(F)cc1 (stereo unspecified)	-0.6%
Cc1ccc(SCC(=O)NCc2cccnc2)cc1	-7.0%
O=C(NCc1ccccc1Cl)C1CCCN(S(=O)(=O)c2cccc3nsnc23)C1 (stereo unspecified)	0.3%
CCOC(=O)c1c(NC(=O)CSc2nnc(-c3ccncc3)n2Cc2ccco2)sc(C)c1C	2.0%
O=C(CCN1C(=O)c2ccncc2C1=O)Nc1ccc(F)cc1	0.5%
C=CCOC(=O)C1=C(C)Nc2nnnn2C1c1ccc(OC)cc1OC (stereo unspecified)	-5.8%
O=C(CCCOc1ccc(Cl)cc1Cl)N1CCc2ccccc2C1	-0.4%
Cc1ccc(CCNC(=O)c2ccc(CS(=O)(=O)Cc3ccccc3F)o2)cc1	2.9%
COCc1cc(C)nc2sc(C(=O)N3CCCCC3)c(N)c12	1.4%
Cc1ccccc1CN1CCN(C/C=C/c2ccccc2)CC1	-14.4%

Screens from PubChem BioAssay.

An excerpt, so the mix of outcomes need not match the whole.
